# Cycloheximide cs – affects cycloheximide protein synthesis inhibition readout, counter-screen. cell reporter, cycloheximide protein synthesis inhibition counterscreen. max response, %. 12% of 300,000 active. AID 2314; in the data active = max response mostly above about 13%, no sharp cut-off; inactive = mostly below about 14%; also: read at 38.3 µM for the half of the compounds with a filed dose; 0% is about no effect
# HCV inh – blocks hepatitis C virus; Huh7.5.1 HCVcc-Cre infection, luciferase reporter, 44 h; Potency, µM (titrated, usually from 41.8 µM), for the others: at the top dose activity change, negative = inhibition, usual class: inhibitors; 3.4% of 340,000 active; AID 651820; also: potency is read from the fitted curve at half-maximal effect; % is scaled to controls: 0 for no effect and ±100 for the full control effect
#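 Infectious HCV cell culture screen: compound-treated cells (1,000/well, pre-plated 4 h) are infected with HCVcc-Cre at roughly 0.5 moi and grown 44 h. Infection is quantified by luciferase signal after 15 min substrate incubation at room temperature.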
# TbPYK inhibitor – blocks Trypanosoma brucei pyruvate kinase; Q57TT1; TbPYK enzyme, Kinase-Glo Plus ATP luminescence, 45 min; Potency, µM (top dose mostly 76.8 µM), without a hit: at the highest dose activity, negative = inhibition, hits mostly inhibitors; 0.12% of 410,000 active; AID 624173; also: potency is read from the fitted curve at half-maximal effect; % is scaled to controls: 0 for no effect and ±100 for the full control effect; nearly all actives have a fitted effect of over 50% in size
#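 ADP (130 uM final) triggers the TbPYK reaction after compound addition; incubation is 45 min at room temperature. Kinase-Glo Plus is then added and luminescence imaged. Normalized data are fitted to concentration-effect curves.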
# Pf growth 96h – P. falciparum growth inhibition at 96 hours | AID 504834 | 6.9% of 320,000 active | P. falciparum luciferase reporter growth, 96 h | Potency, µM (titrated, usually from 28.7 µM), for inactives: top-dose activity change, negative = inhibition, actives largely listed as inhibitors; also: potency is read from the fitted curve at half-maximal effect; % is scaled to controls: 0 for no effect and ±100 for the full control effect
#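 Compounds incubated with erythrocytes infected by luciferase-expressing P. falciparum (2% hematocrit, 0.05% parasitemia final) for 96 hours, 37 C in 5% CO2. Growth inhibition scored as decreased luciferase luminescence.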
# LmPK inhibitor – LmPK (Leishmania mexicana) enzyme inhibition. Q27686. purified LmPK, Kinase-Glo ATP luminescence, 1 h. Potency, µM (highest dose often 57.5 µM), without a hit: at the top dose activity change, negative = inhibition, most hits filed as inhibitors. 0.37% of 290,000 active. AID 1721; also: potency is read from the fitted curve at half-maximal effect; % is scaled to controls: 0 for no effect and ±100 for the full control effect
# Target sequence (Q27686 whole entry, looked up): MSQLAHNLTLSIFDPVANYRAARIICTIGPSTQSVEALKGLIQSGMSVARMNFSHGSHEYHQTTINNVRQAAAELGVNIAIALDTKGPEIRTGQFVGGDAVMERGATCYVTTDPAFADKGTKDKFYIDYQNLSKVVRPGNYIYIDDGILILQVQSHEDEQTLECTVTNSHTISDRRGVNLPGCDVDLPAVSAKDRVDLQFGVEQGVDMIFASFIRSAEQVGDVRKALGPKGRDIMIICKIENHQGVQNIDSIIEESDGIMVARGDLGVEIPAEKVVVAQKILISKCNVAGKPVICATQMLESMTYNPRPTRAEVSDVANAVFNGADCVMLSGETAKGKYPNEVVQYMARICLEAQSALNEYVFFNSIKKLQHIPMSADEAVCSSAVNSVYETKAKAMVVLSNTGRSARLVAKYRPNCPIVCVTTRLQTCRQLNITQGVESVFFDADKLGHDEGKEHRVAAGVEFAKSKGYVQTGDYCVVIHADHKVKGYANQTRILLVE
#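 Pyruvate kinase activity monitored as ATP production (luciferase luminescence). Conditions: 0.1 nM enzyme, 0.5 mM PEP, 0.1 mM ADP, 1 h, RT; normalized against uninhibited and no-enzyme wells.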
# Pf growth 48h – inhibits P. falciparum growth in the first generation, 48 h | P. falciparum luciferase growth in erythrocytes, 48 h | Potency, µM (top dose mostly 28.7 µM), without a hit: top-dose activity change, negative = inhibition, hits mostly inhibitors | 5.9% of 310,000 active; also: potency is read from the fitted curve at half-maximal effect; % is scaled to controls: 0 for no effect and ±100 for the full control effect
#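 Here the parasites carry a stable luciferase gene and grow inside erythrocytes in Albumax-based RPMI medium with compound for one erythrocytic cycle. Activity is scored as loss of luminescent signal.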
# Shiga inhibitor – Shiga toxin inhibition; inhibition, % at 38.7 µM; Vero cells, Shiga toxin protein synthesis inhibition reporter; 9.2% of 290,000 active; AID 2315; in the data active = inhibition mostly above about 28%, no sharp cut-off; inactive = mostly below about 43%; also: 0% is about no effect
# Starred values were filed as active, the others as inactive; ? = inconclusive; . = not tested or not shown; [ ] = remark or other dose. Unless noted, calls follow the shape of the dose curve; as a rule, active = well fitted curve in the direction sought with a large enough effect; inconclusive = small, poorly fitted or top-dose-only effect, or another doubt; inactive = no such curve, though single readings can be large; an effect the other way counts as inactive or inconclusive.
# Every second line gives: HCV inh | Cycloheximide cs | Pf growth 48h | Pf growth 96h | LmPK inhibitor | TbPYK inhibitor | Shiga inhibitor
Cc1cc(=O)n2[nH]c(-c3ccc(F)cc3)nc2n1
  14% | 2 | 29% | 14% | ? | -5% | 1
O=C(Nc1ccsc1C(=O)N1CCCC1)c1ccccc1
  10% | -1 | ? | ? | -1% | 1% | -8
Cc1ccsc1/C=N/Nc1ccc(C(=O)O)cc1
  14% | -3 | 25% | 0% | 1% | -15% | 4
COc1ccc(CN2CCN(Cc3ccc(C)cc3)CC2)c(OC)c1
  ? | -6 | -21%[0.00184 µM] | 137%[activator] | -3% | 1% | 20
CC(C)(C)NC(=O)N1CCCC(C(=O)c2cccc(Cl)c2)C1 (configuration not stated)
  -5% | -1 | -17% | ? | 3% | 0% | -12
O=C(C1CCC(CNc2c(N3CCCC3)c(=O)c2=O)CC1)N1CCc2ccccc21 (configuration not stated)
  -4% | -3 | ? | -7% | -2% | 0% | 5
Cc1ccc(CN2CCN(C3CSCCSC3)CC2CCO)cc1 (configuration not stated)
  5% | -3 | -1% | 5% | 4% | -5% | -7
Cc1onc(-c2ccccc2)c1C(=O)NCC1CCN(C(=O)c2c(-c3ccccc3)noc2C)CC1
  -8% | -3 | ? | ? | 4% | 4% | -10
O=c1c2ccccc2n2c(-c3ccc(C(F)(F)F)cc3)nnc2n1Cc1ccccc1
  13% | -1 | -21% | ? | 9% | -3% | 14
CC(=O)C1=C(C)NC(SCSc2ccccc2)=C(C#N)C1c1cccnc1 (configuration not stated)
  ? | -1 | 0% | -19% | 4% | -11% | -4
CC(=O)c1[nH]c(C)c(C(=O)N2CCCC(Nc3cccc(F)c3)C2)c1C (configuration not stated)
  14% | 2 | -14% | 8% | 2% | -3% | 7
CN(C(=O)COC(=O)c1ccc2c(c1)OCO2)C1CCS(=O)(=O)C1 (configuration not stated)
  26% | 5 | 16% | 9% | 7% | -4% | 11
Cn1c(-c2cccc(Br)c2)cnc1NCc1ccccc1O
  -15% | 3 | ? | 5.2µM* | 2% | -3% | 2
CCOC(=O)/C(C#N)=C/Nc1ccccc1NS(=O)(=O)c1cccc(C(C)=O)c1
  8% | -1 | ? | ? | 1% | -1% | -5
CCCCCOC(=O)C1C(c2ccccc2)C(C(=O)O)C1c1ccccc1 (configuration not stated)
  24% | -3 | -7% | ? | 2% | -5% | -2
CCCc1nnc(SCC(=O)N2CCCC(C)C2)n1CCOC (configuration not stated)
  6% | -4 | -1% | ? | 1% | -1% | 25
COCC(C)NC(=O)CCS(=O)(=O)c1nc(-c2ccc(OC)cc2)cc(C(F)(F)F)n1 (configuration not stated)
  ? | -2 | -19% | 9.3µM* | 3% | -11% | -9
COc1ccc([C@H]2CC(=O)C=C(c3ccc(Cl)c(F)c3)C2)cc1
  ? | . | 3% | 19% | . | -2% | .
Cc1ccccc1C(=O)Nc1ccc(Br)c(C)n1
  6% | 49* | 88%[activator] | ? | -12% | -4% | 81*
C=C[C@@H]1c2c(F)cccc2N(S(=O)(=O)c2ccc(C)cc2)[C@H](c2ccc(OC(C)=O)cc2)C1(C#N)C#N
  22µM* | . | 1.7µM* | 2.6µM* | . | -1% | .
Cc1cc2c(N=O)c(NO)ccc2[nH]1
  ? | 11 | 3.7µM* | 41%[activator] | -1% | 1% | 50
CCN(CC(=O)Nc1ccc(OC)c(OC)c1)CC(=O)Nc1ccccc1C(F)(F)F
  -27% | -3 | 0% | -20% | 3% | -16% | 19
COc1ccc(OC)c(NC(=O)c2ccc3c(c2)OCO3)c1
  ? | 24* | -4% | ? | -1% | 0% | .
Cc1cccc(C(=O)NC2CCN(S(=O)(=O)c3ccccc3F)CC2)c1
  -6% | -1 | ? | -11% | -2% | 6% | 16
Cc1nc(N2CCN(Cc3ccc(Cl)cc3)CC2)c2oc3ccccc3c2n1
  8.9µM* | -2 | ? | ? | -1% | 0% | 21
Cn1nc(C(=O)NNC(=O)c2ccc(Cl)cc2)ccc1=O
  -15% | . | 6% | 50%[activator] | . | -5% | .
Cc1ccc(C(C(=O)NC2CCCCC2)N(Cc2ccccc2)C(=O)Cc2c[nH]c3ccccc23)o1 (configuration not stated)
  ? | -2 | ? | ? | 0% | -7% | -12
CC(C)N(CCc1ccncc1)C(=O)Nc1ccc(Cl)c(Cl)c1
  0% | -3 | . | ? | 18% | -2% | -4
Cc1nn(C(C)C(=O)N2CCc3ccccc3C2)c(=O)c2cc3occc3n12 (configuration not stated)
  8% | 0 | ? | 78%[activator] | 1% | -3% | -27
CN(C)S(=O)(=O)Oc1ccsc1C(=O)Nc1ccc(C(F)(F)F)cc1
  ? | 0 | 0% | -10% | 0% | 11% | 3
COc1ccccc1NC(=O)c1cccnc1
  -16% | -1 | 23% | -1% | -5% | 1% | -5
Cc1ccc(S(=O)(=O)N2CCN(Cc3ccccc3)CC2)cc1
  -17% | -1 | 12% | 3% | 0% | -3% | -8
COC(=O)COc1cccc2c(=O)n(CC(=O)NCc3ccc(F)cc3)ccc12
  -8% | -1 | 56%[activator] | 48%[activator] | 7% | 2% | -13
NC(=O)c1cccc(S(=O)(=O)N2CCCCC2)c1
  4% | -3 | 6% | ? | -4% | -19% | -3
CCN1CC(CN(C)Cc2nc(COc3ccccc3)no2)CC1=O (configuration not stated)
  -3% | -3 | 31%[activator] | 2% | 2% | -4% | 9
O=C(COc1ccc(Br)cc1)Nc1ccc(N2CCOCC2)cc1N1CCOCC1
  -3% | . | ? | ? | . | 0% | .
Cc1ccc(SCC(=O)Nc2ccc(S(=O)(=O)Nc3nccs3)cc2)cc1
  23% | -7 | -23% | -19% | 0% | -11% | -4
CCOP(=O)(OCC)c1nc(-c2ccc(Cl)cc2Cl)oc1N1CCOCC1
  -18% | -3 | ? | ? | 1% | -1% | 20
COc1cc(C(=O)O)cc(Br)c1OC1CCCC1
  -6% | -4 | ? | 46% | -9% | 0% | -19
CCCCOc1ccc(C(=O)NCC(=O)NNC(=O)C2COc3ccccc3O2)cc1 (configuration not stated)
  6% | . | -20% | -11% | . | 1% | .
COc1ccc(Cc2nc(-c3ccc(Cl)cc3)no2)cc1
  -22% | 21* | 29% | 0% | -9% | 3% | 49*
CCOC(=O)CCNC(=O)Nc1ccc2nc(C)n(Cc3ccc(Cl)cc3)c(=O)c2c1
  -23% | -1 | 0% | 7%[5.75 µM] | 2% | -8% | 30
COc1ccccc1CN1C[C@@H]2C[C@@H](c3ccc(C)c(C)c3)N3CCC[C@@]23C1=O
  ? | -2 | ? | 10µM* | 8% | 0% | -17
CCCCn1c(N)c(N(CCOC)C(=O)c2ccc(S(=O)(=O)N(CC)c3ccccc3)cc2)c(=O)[nH]c1=O
  -5%[8.37 µM] | . | -6% | 5% | . | -4% | .
CCN1C(=O)CC(C(=O)NCCc2ccc(S(N)(=O)=O)cc2)SC1=Nc1ccc(OC)cc1 (configuration not stated)
  -3% | -3 | -9% | ? | 6%[11.5 µM] | 0% | -10
CC(=O)Nc1ccc(OCC(O)CN2CCN(c3ccccc3Cl)CC2)cc1 (configuration not stated)
  4% | -4 | ? | 3.7µM* | 5% | 2% | -2
OCCCc1cn(-c2ccccc2)c2ccccc12
  10µM* | -2 | 12% | ? | 15% | -1% | -10
COc1ccc(/C=N/N=C2/NC(=O)CC(C(=O)O)S2)cc1 (configuration not stated)
  4% | 1 | 2% | 44%[activator] | -25% | -15% | -4
Cc1cccc(CN2C[C@]34C=C[C@@H](C[C@@H]3S2(=O)=O)O4)c1
  7% | -10 | 29% | 18% | 2% | -1% | -6
CC1(C)C(=O)OC(c2c3ccccc3cc3ccccc23)C(C)(C)C1=O (configuration not stated)
  -5% | 1 | ? | ? | 2% | -1% | -9
COc1cc(Cl)c(NC2=CC(=O)C(=O)c3ccccc32)c(OC)c1
  16µM* | . | 0.37µM* | ? | . | -6% | .
O=C(Nc1ccnn1C1CCN(Cc2ccccc2)CC1)C1CCCC1
  10% | -1 | ? | -8% | 1% | -9% | 26
Cc1ccc(CC(=O)Nc2ccc([N+](=O)[O-])cc2C)cc1
  -6% | 2 | 9%[5.75 µM] | 42%[1.15 µM] | 0% | 3% | 11
CN(C(=O)c1ccc2c(c1)OCO2)C1(C(=O)NC2CCCCC2)CCCCC1
  -1% | -1 | ? | ? | 0% | -3% | 10
CC(C)c1ccc(NC(=O)COC(=O)/C=C/c2cccc([N+](=O)[O-])c2)cc1
  6% | -1 | 30%[activator] | 54%[activator] | 0% | -5% | 9
O=C(CCCN1C(=O)/C(=C/c2ccccc2)SC1=S)N1CCOCC1
  -7% | 11 | ? | 3% | -10% | -5% | 4
Cn1cccc1/C=C1\SC(=S)N(Nc2ccccc2)C1=O
  -25% | 37* | ? | 1% | 1% | 0% | 51*
COc1cc(C(=O)N2CCN(c3cccc(C)c3C)CC2)cc(OC)c1OC
  ? | -3 | ? | 10µM* | 5% | -6% | -9
Cc1ccccc1S(=O)(=O)NCc1ccc(N2CCN(C)CC2)cc1
  7% | -3 | 21% | 4% | -3% | -3% | 18
Cc1ccc(N=C(NO)c2nonc2N)cc1
  5% | 46* | ? | . | 1% | 0% | 95*

# Continued:
# Every second line gives: HCV inh | Cycloheximide cs | Pf growth 48h | Pf growth 96h | LmPK inhibitor | TbPYK inhibitor | Shiga inhibitor
O=C(NCCNC(=O)c1ccccn1)c1ccc(Cl)cc1
  9% | -5 | 8% | ? | -2% | -1% | 19
O=C(NCc1ccc2c(c1)OCO2)c1cccc(S(=O)(=O)N2CCCCC2)c1
  -1% | 2 | ? | 55%[activator] | 15% | 2% | -2
CCCCCC(=O)NNC(=O)c1c(O)c2ccccc2n(CC)c1=O
  -24% | 19* | ? | 10µM* | 6% | -5% | 59*
Cc1ccc(SCC(=O)OCC(=O)NC(C)c2ccc(F)cc2)cc1 (configuration not stated)
  3% | . | 16% | 1% | . | -3% | .
COC(=O)c1ccc(C(C(=O)NC2CCCCC2)N(CCN2CCOCC2)C(=O)Cc2cccs2)cc1 (configuration not stated)
  16% | -6 | -13% | ? | 1% | 6% | -1
CC(=O)Nc1ccc(NC(=O)C(C)OC(=O)C2CCC2)cc1 (configuration not stated)
  3% | . | 2% | -4% | . | 0% | .
O=C(NCCc1ccccc1)c1ccco1
  10% | 49* | 170%[activator] | -20% | -2% | -7% | 86*
Cc1nnc2n(-c3ccccc3)c(=O)c3c4c(sc3n12)CCCC4
  19% | -4 | -22% | -9% | -7% | 7% | -15
CCCCNC(=O)N(C)c1nncnc1C(=O)NC
  5% | -4 | -2% | -21% | -4% | -5% | 1
Cc1cccc(NC(=O)c2ccc([N+](=O)[O-])o2)c1
  3.5µM* | 29* | 13µM* | ? | -8% | -1% | 55*
Fc1ccc(CSc2ncnc3c2oc2ccccc23)cc1
  -7% | -2 | -1% | 3% | 0% | 4% | -6

# Of the compounds above, these contain a COOH group.
# Every second line gives: HCV inh | Cycloheximide cs | Pf growth 48h | Pf growth 96h | LmPK inhibitor | TbPYK inhibitor | Shiga inhibitor
Cc1ccsc1/C=N/Nc1ccc(C(=O)O)cc1
  14% | -3 | 25% | 0% | 1% | -15% | 4
CCCCCOC(=O)C1C(c2ccccc2)C(C(=O)O)C1c1ccccc1 (configuration not stated)
  24% | -3 | -7% | ? | 2% | -5% | -2
COc1cc(C(=O)O)cc(Br)c1OC1CCCC1
  -6% | -4 | ? | 46% | -9% | 0% | -19
COc1ccc(/C=N/N=C2/NC(=O)CC(C(=O)O)S2)cc1 (configuration not stated)
  4% | 1 | 2% | 44%[activator] | -25% | -15% | -4

# Screening results (PubChem)
